ALOX12 inh: blocks human arachidonate 12S-lipoxygenase; 580,000 compounds, 1.1% hits; AID 1671190; P18054; Potency, µM (doses to about 108 µM), for inactives: top-dose activity change, negative = inhibition, most hits filed as inhibitors; purified 12hLO, xylenol orange hydroperoxide absorbance; active = well fitted inhibition curve with a large enough effect; inconclusive = small, poorly fitted or top-dose-only effect, or another doubt; inactive = no such curve, though single readings can be large or run the other way
Target sequence (P18054 whole entry, looked up): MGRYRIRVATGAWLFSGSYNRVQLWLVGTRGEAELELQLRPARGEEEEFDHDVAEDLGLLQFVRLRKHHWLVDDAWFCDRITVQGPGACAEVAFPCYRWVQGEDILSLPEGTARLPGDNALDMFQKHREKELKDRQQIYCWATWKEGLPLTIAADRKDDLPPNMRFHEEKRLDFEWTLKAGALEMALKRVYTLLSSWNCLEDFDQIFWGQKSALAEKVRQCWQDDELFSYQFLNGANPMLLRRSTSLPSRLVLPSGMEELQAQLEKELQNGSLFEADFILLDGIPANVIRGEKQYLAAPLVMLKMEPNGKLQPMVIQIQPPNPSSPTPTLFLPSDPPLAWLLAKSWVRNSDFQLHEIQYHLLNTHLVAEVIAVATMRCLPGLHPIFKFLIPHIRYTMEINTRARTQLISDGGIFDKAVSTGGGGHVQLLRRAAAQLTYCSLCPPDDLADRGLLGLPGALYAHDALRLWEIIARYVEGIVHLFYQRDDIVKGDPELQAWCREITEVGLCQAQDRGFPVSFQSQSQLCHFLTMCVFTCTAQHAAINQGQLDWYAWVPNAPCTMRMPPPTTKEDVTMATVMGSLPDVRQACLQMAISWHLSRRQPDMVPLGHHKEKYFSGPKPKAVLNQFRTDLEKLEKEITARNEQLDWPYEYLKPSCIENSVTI
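Purified human 12hLO at 150 nM in 25 mM Hepes, 0.01% Triton X-100, pH 7.0, preincubated 15 min at room temperature with compound. Reaction started with 40 uM arachidonic acid, 30 min at room temperature. Hydroperoxide measured by Fe-xylenol orange, 573/405 nm absorbance ratio.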
* marks the source's active call; other numbers are inactive results; ? = inconclusive; [ ] = another dose, or the depositor's remark. % is scaled to controls: 0 for no effect and ±100 for the full control effect; potency is read from the fitted curve at half-maximal effect. The list is partial, so the mix of outcomes need not match the whole.

SMILES | ALOX12 inh
CCOC(=O)C1CCN(C(=O)CCC(=O)NCCC2=CCCCC2)CC1 | ?
COc1cccc(C(=O)OCc2ccc(C#N)cc2)c1OC | ?
Cc1cc(CN2C[C@@H](CO)[C@H](c3ccccn3)C2)n(C)n1 | 41%[activator]
O=c1cc(N2CCOCC2)oc2c(-c3cccc4c3sc3ccccc34)cccc12 | -3%[57.4 µM]
CC(C)NC(=O)N(C1CC1)C1CCOC2(CCN(C(=O)C3CCCC3)CC2)C1 (stereo not drawn) | 3%
CCOCc1nc(C2CCCN(C(=O)NC(C)C)C2)no1 (stereo not drawn) | 4%
O=C(NCc1ccccc1)c1ccnc(-c2nnc3ccc(N4CCOCC4)nn23)c1 | 25%[176 µM]
CCN1CCN(C(=O)CC2Sc3ncccc3N(CC)C2=O)CC1 (stereo not drawn) | 2%
O=C(N/N=C\c1cccs1)c1cnccn1 | -36%
O=S(=O)(NC(c1ccc(F)cc1)c1cccs1)c1cccs1 (stereo not drawn) | -60%
c1ccc(O[C@H]2COCCN(c3nc4ccccc4s3)C2)nc1 | 8%[176 µM]
COc1ccc(-c2ccc3nnc(CNC(=O)c4ccc(C)c(C)c4)n3n2)cc1 | -6%
Cc1ccc(CNC(=O)CN2C(=O)NC(c3ccccc3Cl)C3=C2COC3=O)cc1 (stereo not drawn) | -11%
CN(Cc1ccccc1)C(=O)c1cc2c(=O)n3ccccc3nc2s1 | ?
O=C(c1ccc2cc[nH]c2c1)N1CCc2c(nc3cc(-c4ccccc4)[nH]n3c2=O)C1 | ?

Some of the entries so far, with the structure last.
ALOX12 inh | SMILES
25%[176 µM] | O=C(NCc1ccccc1)c1ccnc(-c2nnc3ccc(N4CCOCC4)nn23)c1
? | CN(Cc1ccccc1)C(=O)c1cc2c(=O)n3ccccc3nc2s1
-60% | O=S(=O)(NC(c1ccc(F)cc1)c1cccs1)c1cccs1 (stereo not drawn)
? | O=C(c1ccc2cc[nH]c2c1)N1CCc2c(nc3cc(-c4ccccc4)[nH]n3c2=O)C1

New compounds follow
SMILES | ALOX12 inh
Cc1nc(NC(=O)C2c3ccccc3C(=O)N(C3CCCC3)C23CCCC3)sc1C (stereo not drawn) | -4%
Cc1ccc(SCc2ccc(C(=O)Nc3ccccc3C)cc2)cc1 | -6%
COc1ccc(NC(=O)c2cc(=O)c3cc(C)ccc3o2)cc1 | -37%
CCOc1ccccc1NC(=O)N(C)Cc1nc(-c2ccccc2C)oc1C | ?
CN1CCN(C(NC(=O)c2cccs2)C(=O)c2ccccc2)CC1 (stereo not drawn) | ?
COc1cccc(CC(=O)NC2CCN(C(=O)N3CC4CC(C3)[C@H]3CCCC(=O)N3C4)CC2)c1 (stereo partly drawn) | 34%[activator]
CN(Cc1ccc2nonc2c1)C(C(=O)O)c1ccc(-c2ccn[nH]2)cc1 (stereo not drawn) | 7%
COCCCNC(=O)[C@H]1CN(Cc2ccccc2)C[C@H]1C(=O)O | ?
O=C(CC1CCCC1)N1CCC2(CC1)CC(N(Cc1ccc(F)cc1)C1CC1)CCO2 (stereo not drawn) | 20%
Cc1oc(C)c(C(=O)Nc2ccccc2O)c1C | 13%
N#Cc1ccc(C(=O)N(CCc2ccccc2)Cc2cccs2)cc1 | -8%
O=Cc1c(-c2ccc(Cl)cc2)[nH]c2ccc(Br)cc12 | 1%
CCNC(=O)NC(=O)CN(Cc1ccccc1)c1ccccc1 | 29%
CCCN(Cc1ccc(OC)cc1)Cc1cc(=O)oc2ccc(C)cc12 | ?
O=C(CCc1nnn2c1CN(C(=O)Nc1cccc(F)c1)CC2)NC1CC1 | 34%[activator]

Grouped by structure, the entries above containing sulfur (10)
SMILES | ALOX12 inh
O=c1cc(N2CCOCC2)oc2c(-c3cccc4c3sc3ccccc34)cccc12 | -3%[57.4 µM]
CCN1CCN(C(=O)CC2Sc3ncccc3N(CC)C2=O)CC1 (stereo not drawn) | 2%
O=C(N/N=C\c1cccs1)c1cnccn1 | -36%
O=S(=O)(NC(c1ccc(F)cc1)c1cccs1)c1cccs1 (stereo not drawn) | -60%
c1ccc(O[C@H]2COCCN(c3nc4ccccc4s3)C2)nc1 | 8%[176 µM]
CN(Cc1ccccc1)C(=O)c1cc2c(=O)n3ccccc3nc2s1 | ?
Cc1nc(NC(=O)C2c3ccccc3C(=O)N(C3CCCC3)C23CCCC3)sc1C (stereo not drawn) | -4%
Cc1ccc(SCc2ccc(C(=O)Nc3ccccc3C)cc2)cc1 | -6%
CN1CCN(C(NC(=O)c2cccs2)C(=O)c2ccccc2)CC1 (stereo not drawn) | ?
N#Cc1ccc(C(=O)N(CCc2ccccc2)Cc2cccs2)cc1 | -8%

Following part.
SMILES | ALOX12 inh
CCN(CC)C(=O)N1CCCN(S(C)(=O)=O)C(c2ccccc2)CC(=O)NCC1 (stereo not drawn) | 20%
COc1cc(C=O)ccc1OC(=O)c1cccs1 | -41%
O=C(CSc1ccccc1F)NC(=O)C1CCCCC1 | 26%
CCOc1ccc(-c2[nH]nc3c2C(c2cc(OC)c(OC)cc2Br)C(C#N)=C(N)O3)cc1 (stereo not drawn) | 5%
COCc1cccc(C(=O)NC(C)c2cccc(OC(F)F)c2)c1 (stereo not drawn) | 29%
Cc1cnc(CCNC(=O)c2cn(C)cn2)n1CC1CC1 | 95%[activator]
CC(C)NC(=O)C(C)Sc1nc2ccc(F)cc2c(=O)[nH]1 (stereo not drawn) | ?
O=C(NCc1cccnc1)[C@@H]1C[C@@H](O)CN1C1CCN(C(=O)c2cccs2)CC1 | 62%[activator]
O=C(c1cnn(-c2nccc(-c3ccccc3F)n2)c1C1CC1)N1CCCCC1c1cccnc1 (stereo not drawn) | 11%
CN(C(=O)[C@@H]1C[C@@H](c2ccc(F)cc2)N([S+](=O)([O-])c2ccccc2)C1)c1cccnc1 | ?
O=Cc1cccc(N2CCN(C(=O)N3CCCCC3)CC2=O)c1 | 4%[6.33 µM]
COc1ccc(S(=O)(=O)N2CCC(OC3CCN(C)CC3)CC2)cc1 | 24%
CC1Cc2c(nc(Cl)c(C#N)c2C#N)C([N+](=O)[O-])([N+](=O)[O-])C1 (stereo not drawn) | ?
CC(=O)NNC(=S)Nc1cc(Cl)ccc1Cl | 31%[activator]
CCCCOc1ccc(C(=O)N2CCC(Cc3nc(-c4ccccc4)no3)CC2)cc1 | -8%
O=Cc1ccc(Oc2ccc([N+](=O)[O-])cc2C(F)(F)F)cc1 | ?
CCNC(=O)N1CCC(CCOC)(NC(=O)c2cccs2)CC1 | 16%
Cc1ccc(NC(=O)Nc2ccc3nc(N4CCOCC4)cc(C)c3c2)cc1 | -28%
CCCc1noc(-c2nnn3c2COC(c2ccc(OC)cc2)C3)n1 (stereo not drawn) | 6%
COc1ccc(OC(=O)c2cccc(OC)c2)cc1 | -1%
CC1CCCN(c2ncnc3c2CN(C2CCCNCC2)C(=O)CN3C)C1 (stereo not drawn) | ?
Cc1ccc(O)c(C(=O)N(C)Cc2cccc(F)c2)c1 | -9%
CN(C)Cc1cn([C@H]2CO[C@H]3[C@@H]2OC[C@H]3OC(=O)Nc2cccc(C(F)(F)F)c2)nn1 | -7%[176 µM]
CCOc1ccc(C(=O)NC2CCN(c3cnn(CCOC)c(=O)c3)CC2)cc1 | 37%[activator]
C[C@]1(O)CCN(C(=O)c2ccc(N3CCOCC3)cc2)C[C@@H]1O | 49%[activator]
CC1CCN(S(=O)(=O)C2CCS(=O)(=O)C2)CC1 (stereo not drawn) | ?
CC1=C(n2c(=O)c(-c3ccccc3)nc3ccccc32)C(=O)Nc2ccccc2N1 | -10%
Cc1ccc(NC(=O)c2ccc3c(c2)NC(=O)CS3)cc1C | -49%
COc1ccc(-c2cc3nc4c(c(=O)n3[nH]2)CN(C(=O)c2ccc(C)nc2)CC4)cc1 | 25%
Cc1oc2c(c1C(=O)N(C)C)CN(C(=O)c1ccnn1C)CC2 | 11%
Cc1nc(SCC(=O)Nc2ccc3c(c2)OCCCO3)c(C#N)c(C)c1C | ?
Cc1cc(/C=C/C(=O)c2cccc(Br)c2)cc(C)c1O | ?
Cc1cc(SC(C)C(=O)NC(=O)NC(C)C)nc2ccccc12 (stereo not drawn) | ?
COC(=O)c1ccc(C)c(NS(=O)(=O)c2ccc3ccccc3c2)c1 | 10%
CC(C)(C)C(CN1CCCC1)OC(=O)c1ccccc1C(=O)O (stereo not drawn) | ?
CCC1CN(CC(=O)NC(C)CO)Cc2cc(OC)ccc2O1 (stereo not drawn) | ?
COc1ccc(CN(C(=O)c2cccc(F)c2)C2CC2)c(OC)c1 | 23%
CC(C)(C)C(=O)NCCCNC(=O)C(C)(C)C | -51%
COc1cccc(N(CC(=O)N2CCC(C(N)=O)CC2)S(=O)(=O)c2ccc(C)cc2)c1 | 9%
Cc1ccc(NC(=O)CCN2CCN(Cc3ccccc3)CC2)cc1Br | 50µM*
O=C(CN1C(=O)NC(c2ccc(Cl)cc2)C2=C1COC2=O)Nc1ccc(Br)cc1F (stereo not drawn) | 4.5µM*
CCCCCCCCOc1ccc(/C=C(/C#N)c2nc3ccccc3[nH]2)cc1 | ?
O=S(=O)(c1ccccc1)N1CCC(n2cnnc2C2CC2)CC1 | 42%[activator]
CCCC(C)NC(=O)COC(=O)CCS(=O)(=O)c1ccc(C)cc1 (stereo not drawn) | -25%
O=C(c1cc(-c2ccccc2)on1)N1CCOCC1 | 17%

Quoted at random: 3 records from the list
SMILES | ALOX12 inh
O=S(=O)(c1ccccc1)N1CCC(n2cnnc2C2CC2)CC1 | 42%[activator]
CCCC(C)NC(=O)COC(=O)CCS(=O)(=O)c1ccc(C)cc1 (stereo not drawn) | -25%
CC(C)(C)C(=O)NCCCNC(=O)C(C)(C)C | -51%

(further entries)
SMILES | ALOX12 inh
COCCN[C@H]1[C@@H]2OC[C@@H](O2)[C@@H](NC(=O)Nc2cccc(OC)c2)[C@@H]1O | -3%[176 µM]
CC(C)(C)C(=O)N1CCN(c2ccc(F)cc2)CC1 | -7%
O=C([C@H]1C[C@H](Oc2ccccc2)CN1C(=O)C1CCCC1)N1CCOCC1 | -2%
CC(C)Cn1nc(C(=O)Nc2ccc3c(c2)CCC3)c2ccccc2c1=O | 65%[activator]
N#Cc1nc(-c2ccc(S(=O)(=O)N3CCOCC3)cc2)oc1N1CCC(Cc2ccccc2)CC1 | -8%
O=Cc1cccc(-c2ccccc2F)c1 | 3%[12.5 µM]
CC(=O)N[C@H]1C[C@@H](c2cnc3ccccc3c2)O[C@@H](C2CCCCC2)C1 | 4%
CCOc1cc(/C=C/C(=O)c2ccc(C)cc2)cc(Cl)c1O | 22µM*
CCN1c2cc(C(=O)Nc3ccc(OC)c(Cl)c3)ccc2C(=O)N2CCCCC21 (stereo not drawn) | -3%
O=C1NC2(Cc3ccccc31)CN(C(=O)c1ccccc1)C2 | 5%[12.5 µM]
CCCCCc1ccc(C(=O)C(C)C)cc1 | -4%
COc1ccccc1C(=O)CC1(O)C(=O)N(Cc2ccccc2)c2ccc(Br)cc21 (stereo not drawn) | ?
CCCn1c(N2CCN(CCc3ccccc3)CC2)nc2c1c(=O)[nH]c(=O)n2C | 37%[activator]
CCOC(=O)c1cc(-c2ccccn2)nc2c1c(=O)[nH]c(=O)n2C | ?
CCN(CC)C(N)=S | -4%
CN(CCc1noc(C2CN(C(=O)c3cc(F)ccc3F)C2)n1)C(=O)C1CC1 | 3%
CC(C)c1ccc(C(=O)N2CCC3(CC2)OC(=O)N(CC2CC2)C3(C)c2cccnc2)cc1 (stereo not drawn) | 15%
O=C(Cn1nc(-c2ccccc2F)ccc1=O)NCc1ccccc1Cl | 19%
O=C(COc1ccc([N+](=O)[O-])cc1)Nc1ccc2oc(-c3ccc(F)cc3)nc2c1 | 7.9µM*
COc1ccc(C#Cc2ccc([C@H]3[C@H](CO)N4CCCCN(S(=O)(=O)c5cn(C)cn5)C[C@@H]34)cc2)cc1 | -11%
CCN(Cc1ccccc1)C1=CC(=O)OC12CCCCC2 | 3%
O=C(c1cccc(Br)c1)N(Cc1ccc2[nH]ccc2c1)C1CC1 | -66%
CC(C)NC(=O)c1cc(Cl)ccc1Cl | ?
COc1ccc(C(=O)NC2CC2)cc1 | -6%
O=C(CCc1c[nH]c2ccccc12)Nc1cccc(O)c1 | 40%
CN(C)C(=O)c1ccc(CNc2nc3ccccc3o2)cc1 | 10%
COc1cccc(C2CC(=O)Nc3nc(N)sc32)c1OCc1ccc(F)cc1 (stereo not drawn) | 2µM*
CC1CCC(NC(=O)c2csc3c2CCCC3)CC1 (stereo not drawn) | 5%
Cc1noc(C)c1CCNC(=O)C1CCN(C(=O)c2ncn3c2COC(c2ccc(F)cc2)C3)CC1 (stereo not drawn) | 19%
CCc1ccc2oc(C(=O)N(Cc3cccc(Cl)c3)C3CCS(=O)(=O)C3)cc(=O)c2c1 (stereo not drawn) | -25%
O=C(Nc1cccnc1)N1CCC(Cc2cccc(Oc3ccc(C(F)(F)F)cn3)c2)CC1 | ?
CCC(=O)Nc1ccc2oc(-c3cccc4c(Cl)cccc34)nc2c1 | ?
NCC(c1ccco1)N1CCCC1 (stereo not drawn) | ?
COc1cc(=O)n2c(c1C(=O)N1CCN(c3ccc(C)cc3)CC1)CCCC2 | ?
Cc1ccc(NC(=O)c2nc3ccccc3nc2N2CCCC2)cc1 | 17%
O=C(C[C@@H]1C[C@H]2O[C@H](CNC(=O)N3CCOCC3)[C@@H](O)[C@H]2O1)N1CCC(F)(F)C1 | 5%[176 µM]
CC(C)CCN1CCNC(=O)C1CC(=O)N(C)Cc1nncn1C(C)C (stereo not drawn) | 0%
COCCN1CCCCC(CC(=O)Nc2ccc(N3CCOCC3)cc2)C1=O (stereo not drawn) | 24%
O=C(Cc1cccc(F)c1)Nc1cccc(-c2nnc3n2CCCC3)c1 | 59%[activator]
COC(=O)c1cc2c(c3c4cc(F)ccc4n(S(=O)(=O)c4cccc(C)c4)c13)C(=O)N(Cc1ccc(C(F)(F)F)cc1)C2 | -21%
CCCNC(=O)N1C[C@@H](Oc2ccccc2)C[C@@H]1C(=O)NC | 27%
